p53 reactivation: qHTS assay for re-activators of p53 using a Luc reporter; 320,000 compounds, 0.063% hits; H1299 p53-A138V BP100-luciferase reporter, luminescence, 24 h; Potency, µM (titrated, usually from 92.2 µM), without a hit: at the top dose activity change, positive = activation, usual class: activators; note: % of control where 0% means no effect; nearly all actives have a fitted effect of over 45% in size
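p53-null H1299 cells stably carrying temperature-sensitive p53-A138V and a BP100-luciferase reporter were pinned with compounds (4-point, 1:5 series) and held 24 hrs at 37 deg C. Luminescence was read 10 min after detection reagent.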
VP16 counter: VP16 counterscreen qHTS for inhibitors of ROR gamma transcriptional activity | 310,000 compounds, 3.5% hits | Drosophila S2 Gal4-VP16 UAS-luciferase, luminescence, 20 h | Potency, µM (series often up to 53.6 µM), inactives show at the top dose activity, negative = inhibition, most hits filed as inhibitors | AID 2546, 2010;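 note: Gal4-VP16 expression switched on by copper sulfate through the metallothionein promoter; % is set by controls: 0 for no effect and ±100 for the full control effect; nearly all actives have a fitted effect of over 50% in size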
uPA surface inh: qHTS for Inhibitors of Cell Surface uPA Generation; cell surface uPA generation assay, qHTS; Potency, µM (highest dose often 38.3 µM), inactives show at the highest dose activity change, negative = inhibition, actives largely listed as inhibitors; 330,000 compounds, 0.31% hits; AID 540303, 2011; active = well fitted inhibition curve with a large enough effect; inconclusive = small, poorly fitted or top-dose-only effect; inactive = no such curve, though single readings can be large or run the other way; tested in mouse RAW 264.7 cells; note: % is set by controls: 0 for no effect and ±100 for the full control effect; nearly all actives have a fitted effect of over 55% in size
Rab9 prom act: qHTS Assay for Rab9 Promoter Activators | 320,000 compounds, 2.8% hits | Huh7 Rab9 promoter-luciferase reporter, luminescence, 24 h | AID 485297, 2010 | Potency, µM (titrated, usually from 9.22 µM), inactives show top-dose activation, negative = inhibition, most hits filed as activators; note: % of control where 0% means no effect; nearly all actives have a fitted effect of over 60% in size
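Huh7 cells stably carrying Rab9 promoter–luciferase reporter, plated 1500 cells/well, compound added after 2 h and incubated 24 h at 37 °C; luciferase luminescence then read after 10 min with detection reagent.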
RORgamma inh: qHTS for inhibitors of ROR gamma transcriptional activity | Nuclear receptor ROR-gamma (Mus musculus), P51450 | Drosophila S2 Gal4-RORgamma UAS-luciferase reporter, 20 h | Potency, µM (doses to about 53.6 µM), without a hit: top-dose activity change, negative = inhibition, usual class: inhibitors | 310,000 compounds, 5.4% hits | AID 2551, 2010; note: % is set by controls: 0 for no effect and ±100 for the full control effect; nearly all actives have a fitted effect of over 60% in size
Target sequence (P51450 whole entry, looked up, the tested form may be a part): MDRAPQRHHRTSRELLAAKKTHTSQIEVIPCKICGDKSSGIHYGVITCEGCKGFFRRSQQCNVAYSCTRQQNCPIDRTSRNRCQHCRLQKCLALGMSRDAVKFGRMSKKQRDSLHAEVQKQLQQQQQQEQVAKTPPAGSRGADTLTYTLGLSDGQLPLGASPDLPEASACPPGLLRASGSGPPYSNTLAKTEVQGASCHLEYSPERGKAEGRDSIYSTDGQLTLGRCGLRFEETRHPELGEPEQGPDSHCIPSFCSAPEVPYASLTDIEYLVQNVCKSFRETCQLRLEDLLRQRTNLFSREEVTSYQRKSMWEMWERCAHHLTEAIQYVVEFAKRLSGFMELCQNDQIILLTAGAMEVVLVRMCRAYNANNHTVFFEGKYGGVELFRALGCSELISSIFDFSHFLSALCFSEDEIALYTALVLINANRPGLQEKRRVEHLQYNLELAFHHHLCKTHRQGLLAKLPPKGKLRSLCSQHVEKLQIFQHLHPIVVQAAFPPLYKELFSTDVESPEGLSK
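In this cell-based reporter format, copper sulfate (700 uM final) drives Gal4–ROR gamma fusion expression from a metallothionein promoter in Drosophila Schneider cells; compounds preincubated 1 hr, reporter read after 20 hr at ambient temperature.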
MBNL1 CUG block: qHTS Assay for Inhibitors of MBNL1-poly(CUG) RNA binding; Muscleblind-like protein 1 (Homo sapiens), Q9NR56; AID 2675, 2010; Potency, µM (top dose mostly 57.5 µM), for inactives: at the top dose activity change, negative = inhibition, most hits filed as inhibitors; 280,000 compounds, 0.036% hits; TR-FRET MBNL1-His/biotin-(CUG)12 binding, 665/545 ratio; active = well fitted inhibition curve with a large enough effect in the signal ratio, with a control signal flat, not every such curve was filed as active; inconclusive = small, poorly fitted or top-dose-only effect, or effect the other way, or a change in a side signal; inactive = no such curve, though single readings can be large or run the other way; the % refers to the signal ratio; note: % is set by controls: 0 for no effect and ±100 for the full control effect
Target sequence (Q9NR56 whole entry, looked up): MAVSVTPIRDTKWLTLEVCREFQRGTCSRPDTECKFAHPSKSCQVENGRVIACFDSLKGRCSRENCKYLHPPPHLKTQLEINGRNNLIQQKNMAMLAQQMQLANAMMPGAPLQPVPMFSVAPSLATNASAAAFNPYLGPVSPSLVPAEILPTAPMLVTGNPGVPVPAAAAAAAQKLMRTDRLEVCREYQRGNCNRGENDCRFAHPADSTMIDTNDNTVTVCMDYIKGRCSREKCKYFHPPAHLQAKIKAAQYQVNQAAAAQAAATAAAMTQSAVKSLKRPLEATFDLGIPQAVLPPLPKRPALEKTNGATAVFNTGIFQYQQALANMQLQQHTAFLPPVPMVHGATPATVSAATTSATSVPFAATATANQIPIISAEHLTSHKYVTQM
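TR-FRET between His-tagged MBNL1 and biotin-(CUG)12 RNA, detected with Tb anti-His antibody (0.055 ng/ul) and streptavidin-XL665 (5 nM), 60 min at room temperature. Compounds titrated 92 nM to 58 uM; 665/545 nm ratio normalized to buffer and complex controls.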
FLuc counter: qHTS profiling assay for firefly luciferase inhibitor/activator using purifed enzyme and Km concentrations of substrates (counterscreen for miR-21 project). purified FLuc, Km substrates, luminescence inhibition. Potency, µM (highest dose often 57.5 µM), inactives show at the top dose activity change, negative = inhibition, most hits filed as inhibitors. 360,000 compounds, 6.9% hits;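 note: plate controls were vehicle for no effect and reference inhibitor for full effect; nearly all actives have a fitted effect of over 55% in size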
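Purified P. pyralis luciferase (10nM final) with 10uM D-luciferin and 10uM ATP (Km levels) in 50mM Tris acetate pH 7.5, 10mM Mg acetate, 0.01% Tween-20, 0.05% BSA; qHTS 6-point titration, ~60 µM downward; luminescence read.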
NPC1 prom act: qHTS Assay for NPC1 Promoter Activators. Huh7 NPC1 promoter luciferase reporter, 24 h. Potency, µM (titrated, usually from 9.22 µM), for inactives: at the top dose activation, most hits filed as activators. 320,000 compounds, 2.4% hits;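 note: % of control where 0% means no effect; nearly all actives have a fitted effect of over 60% in size; reporter is driven by a mutant NPC1 promoter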
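Luminescence from an NPC1 promoter-driven luciferase reporter in stably transfected Huh7 cells was measured after 24 h compound treatment at 37 °C, followed by 10 min ambient incubation with luciferase detection reagent.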
BRCA1 expr act: qHTS Assay to Identify Small Molecule Activators of BRCA1 Expression; MCF7-BRCA1-FFLuc reporter, luminescence, 48 h; response scale: scaled: vehicle 0%, 10 µM genistein 100%; Potency, µM (series often up to 46.1 µM), for inactives: at the top dose activation, actives largely listed as activators; 380,000 compounds, 1.1% hits; AID 624202, 2012; note: nearly all actives have a fitted effect of over 80% in size; some results filed as inactive show a strong effect at the top dose
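Reporter cells (MCF7, BRCA1 promoter-firefly luciferase) received library compounds across a concentration series for 48 h. End-point luminescence was measured and concentration-effect curves derived after normalization.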
MLL CXXC-DNA inh: qHTS Fluorescence Polarization Assay for Inhibitors of MLL CXXC domain - DNA interaction; Histone-lysine N-methyltransferase 2A (Homo sapiens), Q03164; MLL-CXXC / FITC-HOXA9 DNA fluorescence polarization; Potency, µM (top dose mostly 115 µM), inactives show top-dose activity change, negative = inhibition, hits mostly inhibitors; 290,000 compounds, 0.037% hits; active = well fitted inhibition curve with a large enough effect in the polarisation, with a control signal flat, not every such curve was filed as active; inconclusive = small, poorly fitted or top-dose-only effect, or effect the other way, or a change in a side signal; inactive = no such curve, though single readings can be large or run the other way; the % refers to the polarisation
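Purified MLL-CXXC (added from a 7 uM solution) was preincubated 5 min at ambient with pinned compounds in 50 mM Tris-HCl pH 7.5, 50 mM NaCl, 1 mM DTT, 0.05% BSA. Fluorescein-labeled HOX-A9 DNA (50 nM solution) followed, 30 min, then polarization read.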
ELG1 genotoxic: qHTS screen for small molecules that induce genotoxicity in human embryonic kidney (HEK293T) cells expressing luciferase-tagged ELG1; HEK293T ELG1-luciferase reporter, luminescence, 16 h; Potency, µM (doses to about 46 µM), for the others: top-dose activity change, positive = activation, hits mostly activators; 330,000 compounds, 1.3% hits; note: % of control where 0% means no effect; nearly all actives have a fitted effect of over 60% in size
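Luminescence read-out: rising ELG1-luciferase signal, reflecting elevated ELG1 protein under genetic stress, flags genotoxic compounds. Cells were treated for 16 hr at 37 °C before ONE-Glo detection.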
* = called active by the depositor; ? = inconclusive; / = no result given; [ ] = dose if it differs, or a comment. Unless noted, calls come from the whole dose curve; as a rule, active = well fitted curve in the direction sought with a large enough effect; inconclusive = small, poorly fitted or top-dose-only effect, or another doubt; inactive = no such curve, though single readings can be large; an effect the other way counts as inactive or inconclusive. Potency is the fitted concentration of half-maximal effect. The list is partial. The share of hits here may be higher or lower than overall.

Every second line gives: p53 reactivation | VP16 counter | uPA surface inh | Rab9 prom act | RORgamma inh | MBNL1 CUG block | FLuc counter | NPC1 prom act | BRCA1 expr act | MLL CXXC-DNA inh | ELG1 genotoxic
> CCCCSc1cnn(-c2ccccc2)c(=O)c1SCCCC
    6% | 14µM* | / | -13% | ? | / | 0% | -6% | -57% | -13% | -4%
> CSc1nnc(C)c(=O)n1COC(=O)c1cc(Cl)ccc1[N+](=O)[O-]
    11% | -12% | -4% | 11% | -32% | ? | -7% | -1% | -11% | 3% | 0%
> Cc1ccc(OCC(=O)Nc2ccc(N3CCN(S(C)(=O)=O)CC3)cc2)cc1C
    -5% | 1% | 9% | 2% | 2% | 8% | -2% | 0% | 1% | -5% | -2%
> Cc1ccc2c(c1C)NC(=O)CC(c1ccccc1O)=N2
    5% | -18% | -1% | ? | 5% | ? | ? | 25% | 28% | 7% | 7%
> CCCCc1cc(=O)oc2cc(C)c(CN3CCCC3)c(O)c12
    -4% | 1% | / | -3% | 0% | 6% | -1% | -1% | -1% | -3% | -12%
> Cc1ccc(-n2nc3c(c2NC(=O)c2ccc4c(c2)OCO4)CS(=O)(=O)C3)c(C)c1
    -6% | -10% | -3% | -3% | -2% | 1% | -3% | -2% | 2% | -5% | 0%
> CCN(CC)C(=O)CSc1nc(C)cc(-c2cccs2)c1C#N
    11% | 9% | 10% | -3% | 10µM* | 47%[activator] | ? | -4% | 3% | 22% | -4%
> CC(=O)c1cc(F)c(N2CCN(C(=O)COc3ccccc3F)CC2)cc1C
    -3% | -15% | -7% | -2% | ? | 2% | 12% | 0% | 6% | 10% | 0%
> COc1cccc(-n2nnc3c(=O)n(CC(=O)N4CCC(C)CC4)cnc32)c1
    0% | -10% | -3% | -2% | -3% | -1% | -12% | -1% | 2% | -4% | 1%
> CCC(C)[C@H](NC(=O)Nc1ccc2c(c1)OCCO2)C(=O)O (some centres not stated)
    15% | -6% | -2% | 18% | -36% | -2% | 0% | 0% | -2% | -9% | 1%
> Cc1cccc(CN2CCc3c([nH]c4ccccc34)C2)c1
    2% | -1% | -2% | -5% | 1% | 3% | 3% | -10% | -38% | -3% | -8%
> Cc1cc(C)cc(N(C(=O)CCC(=O)Nc2cc(C)on2)C(C(=O)NC2CCCC2)c2ccco2)c1 (configuration not stated)
    -1% | 13% | 3% | -2% | 13% | 2% | 3% | 0% | -23% | -2% | -5%
> Cc1ccc(S(=O)(=O)N(C)C)cc1NC(=O)COC(=O)/C=C/c1ccc2c(c1)OCO2
    -1% | -6%[10 µM] | -8% | 1% | 24% | ? | 21µM* | -1% | -13% | 7% | 0%
> CCCNC(=O)C(C)n1c2ccccc2c2nc(=O)cc(C)n21 (configuration not stated)
    -2% | 2% | / | -4% | 18% | -9% | 1% | -2% | / | -1% | 4%
> Cc1ccc(NC(=O)CCC(=O)N/N=C/c2ccc([N+](=O)[O-])o2)cc1C
    8% | -6% | ? | -1% | 0% | ? | 0% | 0% | -65% | -8% | -8%
> CCCCNC(=O)N1CCc2ccccc2C1
    ? | -1% | -1% | -1% | 12% | -14%[11.5 µM] | -18% | 2% | 43% | 2% | 1%
> CC(=O)c1cc2c(cc1NC(=O)CCNC(=O)c1ccccc1Cl)OCO2
    22% | -8% | 9% | 10% | 6% | ? | -6% | -1% | -39% | -17% | -1%
> COc1cc(OC)c(-c2nnc(-c3ccc(OC)c(OC)c3OC)o2)cc1OC
    -16% | -13% | / | -4% | -7% | 4% | -11% | -2% | -17% | -3% | -2%
> O=C(O)c1ccc(Cl)c(NC(=S)NC(=O)c2cccc(COc3ccccc3)c2)c1
    -5% | 4% | -3% | 1% | ? | -3% | ? | -4% | 19% | 4% | 3%
> Cc1nc(S(=O)(=O)c2ccc(Br)cc2)nc2c1CCC2
    -4% | -1%[10 µM] | 2% | -5% | -1% | -2% | -1% | -2% | -13% | 0% | -1%
> O=S(=O)(NCc1ccc(Cl)cc1)c1cccc2cccnc12
    0% | 1% | 17% | 1% | 6% | -8% | 1% | -1% | 0% | 1% | -1%
> CN1CCN(CC(=O)N2c3ccccc3C(C)(c3ccc(Cl)cc3)CC2(C)C)CC1 (configuration not stated)
    5% | -10% | -6% | -2% | -30% | -10% | 15% | -4% | -45% | -8% | -6%
> COc1cccc(N2CCN(C(=O)c3ccc(-c4ccccc4)cc3)CC2)c1
    1% | -3% | -9% | 9% | -10% | -1% | -3% | 4% | 12% | 2% | -14%
> CCOc1ccc(N(C)S(=O)(=O)c2ccc(C)c(C(=O)NCCc3ccc(OC)cc3)c2)cc1
    -10% | / | -5% | 0% | / | / | -2% | -2% | -34% | / | -8%
> COc1ccc(C(=S)N2CCCCCC2)cc1
    11% | -7% | 5% | -2% | -30% | 2% | -2% | 0% | 2% | 3% | 2%
> CCCCNC(=O)CN1C(=O)c2cccc(N)c2C1=O
    3% | 1% | 2% | -2% | 0% | ? | -3% | -4% | 7% | ? | 0%
> O=C(CSc1ncn[nH]1)Nc1ccccc1Sc1ccccc1
    0% | -1% | / | 5% | 22% | -7% | -2% | -5% | -5% | 0% | -3%
> CCOC(=O)c1cnn(-c2ccccc2)c1NC(=O)CN1CCOCC1
    -3% | -1% | 6% | -6% | 12% | -10% | 0% | 2% | 14% | -10% | -4%
> CN(CC(=O)Nc1ccncc1)S(=O)(=O)c1ccccc1
    -3% | 4% | 0% | -3% | 20% | -5% | 3% | 0% | -4% | -1% | -4%
> CCOC(=O)c1c(C)c(C(=O)Nc2ccc3c(c2)OCCO3)c(C)n1C
    ? | 18% | / | 19% | 23% | -6% | ? | 10% | -15% | -1% | 8%
> Cc1onc(-c2ccccc2Cl)c1C(=O)Nc1nc2ccc(S(C)(=O)=O)cc2s1
    6% | -8% | -5% | 0% | 21% | -6% | 12µM* | -1% | -38% | 4% | -2%
> CC12CC(NC(=O)N1c1cccc(C(=O)NCc3ccc4c(c3)OCO4)c1)c1cc(Cl)ccc1O2 (configuration not stated)
    -1% | -18% | -7% | 2% | ? | -6% | 0% | -1% | -70% | 8% | -6%
> CC(C)(C)OC(=O)NCC1CCN(S(=O)(=O)Cc2ccccc2)CC1
    5% | -8% | 3% | 0% | -6% | -3% | 1% | -2% | 5% | 14% | 2%
> COc1ccc(C(C)=O)c(Oc2ccc(S(=O)(=O)N3CCOCC3)cn2)c1
    -1% | / | 5% | 1% | / | / | 6% | -1% | -6% | / | -1%
> CCN(CC)S(=O)(=O)c1cc(C(=O)Oc2cccc(-c3cnc4ccccc4n3)c2)ccc1OC
    ? | -7% | 2% | ? | 37% | / | -17% | ? | 30% | -11% | 10%
> COc1ccc(OC)c(S(=O)(=O)N(C(C)=O)c2ccc3oc(=O)sc3c2)c1
    3% | -4% | 10% | 0% | 2% | 23% | -2% | 1% | 4% | -2% | 3%
> CSc1ncc(CO)n1Cc1ccccc1
    -8% | 2% | 2% | -5% | -2% | / | -1% | -1% | 2% | 2% | 0%
> CCOc1ccc(-n2c(C)cc(/C=N\NC(=O)CC(=O)NC3CCCCC3)c2C)cc1
    0% | -1% | 4% | -1% | -18% | 1% | 0% | 0% | -29% | -3% | -1%
> CCCNC(=O)NC(=O)CSc1ncc(C(F)(F)F)cc1Cl
    -5% | -3% | 15% | -2% | 15% | 0% | 3% | 0% | -1% | -14% | 1%
> CCOc1cc(NC(=O)c2cnccn2)c(OCC)cc1NC(=O)c1cccc(F)c1
    0% | -3% | / | -1% | 7% | -3% | 0% | -4% | / | 5% | -2%

Compound activity (PubChem)
